VHR inh abs: VHR1 phosphatase inhibitors, primary screen, biochemical, absorbance, uHTS. Dual specificity protein phosphatase 3 (Homo sapiens), P51452. recombinant VHR phosphatase, pNPP absorbance. inhibition, % at 13.3 µM. actives 0.52% (n = 290,000); in the data active = inhibition above about 50%; note: some compounds called inactive have numbers as strong as hits
Target sequence (P51452 whole entry, looked up): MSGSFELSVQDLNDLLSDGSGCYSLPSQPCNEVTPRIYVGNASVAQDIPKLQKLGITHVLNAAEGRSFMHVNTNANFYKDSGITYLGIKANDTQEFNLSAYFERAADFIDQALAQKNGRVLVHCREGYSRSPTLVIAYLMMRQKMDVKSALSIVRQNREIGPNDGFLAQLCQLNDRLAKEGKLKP
PrPC TRFRET: inhibitors of human cell surface prion protein PrPC, primary screen, cell-based, TR-FRET; AID 720596, 2013; Major prion protein (Homo sapiens), P04156; actives 0.43% (n = 370,000); inhibition, % at 13.8 µM; TR-FRET read-out; in the data active = inhibition above about 24%; note: 0% = median of the test wells and 100% = reference compound wells
BoNT A protease: BoNT/A light chain protease inhibitors, primary screen, biochemical, flow cytometry, MLPCN library; actives 0.17% (n = 360,000); inhibition, % at 10 µM; multiplex microsphere protease substrate cleavage; Botulinum neurotoxin type A light chain protease (Clostridium botulinum A str. ATCC 3502); note: plate controls were buffer without enzyme for full effect and enzyme alone for no effect
MazEF act: activators of E. coli MazEF toxin-antitoxin RNase, primary screen, biochemical, fluorescence, uHTS; Endoribonuclease toxin MazF (Escherichia coli (strain K12)), P0AE70; activation, % at 20 µM; FAM/BHQ RNA-DNA oligo cleavage fluorescence, 5 h; actives 0.32% (n = 350,000); in the data active = activation above about 50%
Target sequence (P0AE70 whole entry, looked up): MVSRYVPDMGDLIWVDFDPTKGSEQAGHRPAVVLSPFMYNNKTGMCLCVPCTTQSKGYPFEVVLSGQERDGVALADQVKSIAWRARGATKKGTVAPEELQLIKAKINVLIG
SSB-PriA inh: inhibitors of Klebsiella pneumoniae PriA binding to SSB C-terminal tail, primary screen, biochemical, AlphaScreen. AID 1272365, 2023. inhibition, % at 33 µM. PriA–SSB C-terminal tail interaction (Klebsiella pneumoniae). actives 0.6% (n = 430,000). AlphaScreen SSBct-PriA binding, biotinylated peptide; in the data active = inhibition mostly above about 37%, no sharp cut-off; inactive = mostly below about 20%;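 note: plate controls were negative control peptide for no effect and reference peptide for full effect; strong numbers were not always called active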
Anthrax LF prot: Bacillus anthracis LF protease inhibitors, primary screen, biochemical, multiplex microsphere, MLPCN library; actives 0.12% (n = 360,000); Lethal factor (Bacillus anthracis), P15917; inhibition, % at 10 µM; multiplex microsphere protease cleavage assay; note: plate controls were buffer without enzyme for full effect and enzyme alone for no effect
CCHFV vOTU inh: CCHFV vOTU protease inhibitors, primary screen, biochemical, Pep-AMC substrate, fluorescence. inhibition, % at 11.5 µM. actives 0.55% (n = 370,000). AID 651958, 2012; in the data active = inhibition above about 30%; note: 0% = vehicle wells with enzyme and 100% = no enzyme wells
Rv3671c protease: Rv3671c serine protease inhibitors, primary screen, biochemical, fluorescence polarization, M. tuberculosis H37Rv | P9WHR9 | actives 0.048% (n = 320,000) | inhibition, % at 5.96 µM; in the data active = inhibition above about 38%;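 note: extracellular domain of Rv3671c used as enzyme; 0% = enzyme with DMSO and 100% = no enzyme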
Target sequence (P9WHR9 whole entry, looked up, the tested form may be a part): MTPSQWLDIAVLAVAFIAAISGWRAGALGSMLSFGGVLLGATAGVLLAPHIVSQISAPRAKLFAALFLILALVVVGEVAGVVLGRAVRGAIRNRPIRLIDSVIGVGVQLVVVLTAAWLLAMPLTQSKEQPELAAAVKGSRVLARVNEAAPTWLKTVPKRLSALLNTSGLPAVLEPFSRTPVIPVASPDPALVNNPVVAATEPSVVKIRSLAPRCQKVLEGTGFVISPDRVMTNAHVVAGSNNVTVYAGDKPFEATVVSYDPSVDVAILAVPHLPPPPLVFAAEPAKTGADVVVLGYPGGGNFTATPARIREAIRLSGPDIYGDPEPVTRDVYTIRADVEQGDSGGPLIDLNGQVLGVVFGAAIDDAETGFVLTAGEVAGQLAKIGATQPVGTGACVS
BoNT F protease: BoNT/F light chain protease inhibitors, primary screen, biochemical, flow cytometry, MLPCN library | actives 0.22% (n = 360,000) | inhibition, % at 10 µM | Multiplex microsphere protease cleavage assay | Botulinum neurotoxin type F light chain protease (Clostridium botulinum); in the data active = inhibition above about 35%, passing the limit was not always enough; inconclusive = no clear call, values can overlap the other calls; note: plate controls were buffer without enzyme for full effect and enzyme alone for no effect
3CLpro inhibitor: SARS-CoV 3CLpro protease inhibitors, primary screen, biochemical, quenched FRET. Replicase polyprotein 1ab (Severe acute respiratory syndrome coronavirus), P0C6X7. recombinant SARS-CoV 3CLpro, quenched FRET peptide cleavage. inhibition, % at 6 µM. actives 0.14% (n = 290,000). AID 1706, 2009; in the data active = inhibition above about 12%
Starred values were filed as active, the others as inactive. Cut-off read from the data, not from the text of the source, unless noted: active = inhibition above about 30%; inconclusive = no clear call, values can overlap the other calls; inactive = below that.

Screening CCC1=Nc2cc(C(=O)NCCCN3CCOCC3)ccc2Sc2ccccc21 returned VHR inh abs 11, PrPC TRFRET 8, BoNT A protease 1.0, MazEF act 2, SSB-PriA inh -5, Anthrax LF prot -2, CCHFV vOTU inh -10, Rv3671c protease -7, BoNT F protease 4 and 3CLpro inhibitor -4.
For COC(=O)c1ccc(NC(=S)Nc2ccc3ccccc3c2)cc1 the results were VHR inh abs 9, PrPC TRFRET 9, BoNT A protease 0.3, MazEF act -17, SSB-PriA inh 7, Anthrax LF prot -9, CCHFV vOTU inh -5, Rv3671c protease 1, BoNT F protease 4 and 3CLpro inhibitor 3.
For CN(C)c1ccc(C(=S)N2CCCCC2)cc1Br the results were VHR inh abs 11, PrPC TRFRET -3, BoNT A protease 1.2, MazEF act 4, SSB-PriA inh -4, Anthrax LF prot -2, CCHFV vOTU inh 5, Rv3671c protease -7, BoNT F protease 4 and 3CLpro inhibitor 0.
For CC1CCCCC12NC(=O)N(CC(=O)N1CCN(S(=O)(=O)c3ccc(Cl)s3)CC1)C2=O (centres undefined) the results were PrPC TRFRET -5, BoNT A protease 0.0, MazEF act -1, Anthrax LF prot 0, CCHFV vOTU inh 2 and BoNT F protease -5.
For O=C(NCc1ccc2c(c1)OCO2)C1CCN(S(=O)(=O)c2cccc3nsnc23)CC1 the results were VHR inh abs 10, PrPC TRFRET -2, BoNT A protease -0.5, MazEF act 17, SSB-PriA inh -22, Anthrax LF prot -2, CCHFV vOTU inh 12, Rv3671c protease 7, BoNT F protease 2 and 3CLpro inhibitor 6.
`O=C1OCC(CO)(CO)N=C1NNc1ccccc1Cl` gave VHR inh abs 37, PrPC TRFRET 9, BoNT A protease 1.6, MazEF act -4, SSB-PriA inh 16, Anthrax LF prot 2, CCHFV vOTU inh 2, Rv3671c protease -9, BoNT F protease 9 and 3CLpro inhibitor -2.
CCCCn1c(N)c(N(Cc2ccccc2)C(=O)COc2ccccc2F)c(=O)[nH]c1=O was read as PrPC TRFRET 0, BoNT A protease 0.3, MazEF act -2, SSB-PriA inh -11, Anthrax LF prot -2, CCHFV vOTU inh -3 and BoNT F protease -3.
Screening O=C(OCc1cn([C@@H]2C[C@H](c3ccc(Cl)cc3)N(C(=O)c3cccs3)C[C@H]2O)nn1)c1ccccc1 returned PrPC TRFRET -4, BoNT A protease 0.0, MazEF act 0, Anthrax LF prot -3, CCHFV vOTU inh 1 and BoNT F protease -6.
Screening COc1ccc(NC(=O)Nc2ccc3c(c2)CC(=O)N([C@H](C)CO)C[C@H](C)[C@H](CN(C)Cc2ccc(C(=O)O)cc2)O3)cc1 returned PrPC TRFRET 7, BoNT A protease -0.7, MazEF act 1, SSB-PriA inh -20, Anthrax LF prot -6, CCHFV vOTU inh 7, Rv3671c protease 3 and BoNT F protease -10.
For N#Cc1ccc(Oc2nc(C#N)cc(-c3ccccc3)n2)cc1 the results were VHR inh abs 4, PrPC TRFRET 8, BoNT A protease -0.1, MazEF act 9, SSB-PriA inh -6, Anthrax LF prot 0, CCHFV vOTU inh -11, Rv3671c protease -12, BoNT F protease 0 and 3CLpro inhibitor -1.
For COCCN(C(=O)c1ccc2ccccc2c1)c1c(N)n(Cc2ccccc2)c(=O)[nH]c1=O the results were VHR inh abs -4, PrPC TRFRET 2, BoNT A protease -1.2, MazEF act 1, SSB-PriA inh -2, Anthrax LF prot 0, CCHFV vOTU inh -1, Rv3671c protease -2, BoNT F protease -6 and 3CLpro inhibitor 3.
For NC(=NCc1ccccc1)c1cccc([N+](=O)[O-])c1 the results were VHR inh abs 13, PrPC TRFRET -23, BoNT A protease -5.7, MazEF act 13, SSB-PriA inh 1, Anthrax LF prot -8, CCHFV vOTU inh -10, Rv3671c protease -11, BoNT F protease inconclusive and 3CLpro inhibitor -10.
For O=S(=O)(c1ccc(C2=CSC3=NCCN23)cc1)N1CCOCC1 the results were VHR inh abs 2, PrPC TRFRET -10, BoNT A protease -0.6, MazEF act -3, SSB-PriA inh -3, Anthrax LF prot -8, CCHFV vOTU inh 4, Rv3671c protease 11, BoNT F protease inconclusive and 3CLpro inhibitor -3.
For CC(C)(C)NC(=O)C(c1ccc(-c2ccccc2)cc1)N(C[C@H]1CC[C@@H]([C@@H]2CC[C@H](CO)O2)O1)C(=O)c1ccc(C(C)(C)C)cc1 (some centres undefined) the results were PrPC TRFRET 4, BoNT A protease 0.2, MazEF act 2, SSB-PriA inh 5, Anthrax LF prot 0, CCHFV vOTU inh 19 and BoNT F protease 0.
For Cc1sc2nc(N)sc2c1C the results were VHR inh abs -6, PrPC TRFRET 7, BoNT A protease 1.4, MazEF act -6, SSB-PriA inh 6, Anthrax LF prot 2, CCHFV vOTU inh -6, Rv3671c protease -4, BoNT F protease 1 and 3CLpro inhibitor 2.
`Cc1[nH]c(=O)[nH]c(=O)c1S(=O)(=O)Nc1ccc(F)cc1F` gave VHR inh abs -29, PrPC TRFRET -6, BoNT A protease -4.1, MazEF act 10, SSB-PriA inh -12, Anthrax LF prot 2, CCHFV vOTU inh 0, BoNT F protease -25 and 3CLpro inhibitor 1.
`Cc1ccccc1S(=O)(=O)NCc1cccnc1` gave VHR inh abs -14, PrPC TRFRET 2, BoNT A protease 0.0, MazEF act -4, SSB-PriA inh -10, Anthrax LF prot 3, CCHFV vOTU inh -20, Rv3671c protease -17, BoNT F protease 2 and 3CLpro inhibitor 1.
Screening COc1ccc(C(=O)OCC(=O)NC(=O)Nc2ccccc2F)c(OC)c1 returned PrPC TRFRET -7, MazEF act -19, SSB-PriA inh -10, CCHFV vOTU inh 11 and Rv3671c protease 0.
Screening COc1ccccc1C(=O)NCCC(=O)NCc1cccs1 returned PrPC TRFRET -3, BoNT A protease -2.3, MazEF act 11, SSB-PriA inh -18, Anthrax LF prot 6, CCHFV vOTU inh -3, Rv3671c protease -4 and BoNT F protease -6.
NC(=O)COC(=O)c1cccc(S(=O)(=O)N2CCN(c3ccc(F)cc3)CC2)c1 was read as VHR inh abs 2, PrPC TRFRET -8, BoNT A protease -0.4, MazEF act 1, SSB-PriA inh -13, Anthrax LF prot -1, CCHFV vOTU inh 8, Rv3671c protease 1, BoNT F protease -5 and 3CLpro inhibitor 3.

Reprinted at random: four entries already listed, in no set order.
Screening O=C(OCc1cn([C@@H]2C[C@H](c3ccc(Cl)cc3)N(C(=O)c3cccs3)C[C@H]2O)nn1)c1ccccc1 returned PrPC TRFRET -4, BoNT A protease 0.0, MazEF act 0, Anthrax LF prot -3, CCHFV vOTU inh 1 and BoNT F protease -6.
Screening CCC1=Nc2cc(C(=O)NCCCN3CCOCC3)ccc2Sc2ccccc21 returned VHR inh abs 11, PrPC TRFRET 8, BoNT A protease 1.0, MazEF act 2, SSB-PriA inh -5, Anthrax LF prot -2, CCHFV vOTU inh -10, Rv3671c protease -7, BoNT F protease 4 and 3CLpro inhibitor -4.
`Cc1ccccc1S(=O)(=O)NCc1cccnc1` gave VHR inh abs -14, PrPC TRFRET 2, BoNT A protease 0.0, MazEF act -4, SSB-PriA inh -10, Anthrax LF prot 3, CCHFV vOTU inh -20, Rv3671c protease -17, BoNT F protease 2 and 3CLpro inhibitor 1.
For COCCN(C(=O)c1ccc2ccccc2c1)c1c(N)n(Cc2ccccc2)c(=O)[nH]c1=O the results were VHR inh abs -4, PrPC TRFRET 2, BoNT A protease -1.2, MazEF act 1, SSB-PriA inh -2, Anthrax LF prot 0, CCHFV vOTU inh -1, Rv3671c protease -2, BoNT F protease -6 and 3CLpro inhibitor 3.

More compounds.
For Cc1cccnc1NC(=O)c1ccc2c(c1)OCO2 the results were PrPC TRFRET -6, BoNT A protease inconclusive, MazEF act 1, SSB-PriA inh 1, Anthrax LF prot inconclusive, CCHFV vOTU inh 22, Rv3671c protease 2 and BoNT F protease inconclusive.
For Cc1cc(NC(=O)Nc2ccccc2)n(C(C)(C)C)n1 the results were VHR inh abs -10, PrPC TRFRET 2, BoNT A protease 1.9, MazEF act 5, SSB-PriA inh -1, Anthrax LF prot -1, CCHFV vOTU inh -2, Rv3671c protease -5, BoNT F protease 0 and 3CLpro inhibitor 1.
`COCCn1c(SCC(=O)N2CC(C)OC(C)C2)nc2c([nH]c3ccccc32)c1=O` (centres undefined) gave VHR inh abs 1, PrPC TRFRET 1, BoNT A protease -1.6, MazEF act 3, SSB-PriA inh 1, Anthrax LF prot 0, CCHFV vOTU inh 9, Rv3671c protease -10, BoNT F protease -8 and 3CLpro inhibitor -7.
Screening COC(=O)CN(CCc1ccccc1)S(=O)(=O)c1ccc(OC)c(OC)c1 returned VHR inh abs -18, PrPC TRFRET 8, BoNT A protease -1.2, MazEF act 3, SSB-PriA inh -2, Anthrax LF prot -6, CCHFV vOTU inh -11, Rv3671c protease -1, BoNT F protease 11 and 3CLpro inhibitor 1.
`COc1ccc(CCCNC(=O)C2(C)Cc3c(-c4ccc(NC(C)=O)cc4)ccnc3O2)cc1` (centres undefined) gave PrPC TRFRET 7, BoNT A protease -0.1, Anthrax LF prot 5, CCHFV vOTU inh -7 and BoNT F protease -4.
`O=C(NC1CCS(=O)(=O)C1)c1ccccc1C(=O)c1ccccc1` (centres undefined) gave VHR inh abs 0, PrPC TRFRET -2, BoNT A protease 0.8, MazEF act -3, SSB-PriA inh -12, Anthrax LF prot 1, CCHFV vOTU inh -6, Rv3671c protease -3, BoNT F protease -4 and 3CLpro inhibitor -2.
Screening COc1ccc(-c2c(-c3cc(OC)cc(OC)c3)sc3ccc(OC)cc23)cc1 returned PrPC TRFRET 0, BoNT A protease -0.2, MazEF act 0, SSB-PriA inh -3, Anthrax LF prot -8, CCHFV vOTU inh 2, Rv3671c protease 1 and BoNT F protease -2.
For O=c1[nH]c(=S)n(CCC2=CCCCC2)c(O)c1/C=N/N1CCOCC1 the results were VHR inh abs 25, PrPC TRFRET 8, BoNT A protease 1.3, MazEF act 0, Anthrax LF prot -9, CCHFV vOTU inh -8, Rv3671c protease -18, BoNT F protease inconclusive and 3CLpro inhibitor -4.
CCN1C(Nc2ccccc2)=NC[C@@H]1Cc1ccccc1 was read as VHR inh abs 5, PrPC TRFRET -6, BoNT A protease -0.4, MazEF act 9, SSB-PriA inh -20, Anthrax LF prot -9, CCHFV vOTU inh 4, Rv3671c protease 0, BoNT F protease -4 and 3CLpro inhibitor -7.
Screening Cc1[nH]c2ccccc2c1/C=N/n1cnnc1 returned VHR inh abs 4, PrPC TRFRET -3, BoNT A protease 4.0, MazEF act -2, Anthrax LF prot 6, CCHFV vOTU inh 3, Rv3671c protease 1, BoNT F protease 2 and 3CLpro inhibitor -4.
Screening COc1cc(Cl)ccc1OCc1cc(C(=O)NCc2cc(C(C)C)no2)no1 returned VHR inh abs -6, PrPC TRFRET 8, BoNT A protease -1.3, MazEF act -8, SSB-PriA inh -4, Anthrax LF prot 2, CCHFV vOTU inh -2, Rv3671c protease -2, BoNT F protease -4 and 3CLpro inhibitor 2.
Screening O=C(CN1C(=O)NC2(CCCCC2)C1=O)NCC(=O)Nc1ccc(F)c(F)c1 returned PrPC TRFRET -4, BoNT A protease 4.5, MazEF act -1, SSB-PriA inh 4, Anthrax LF prot 4, CCHFV vOTU inh -6, Rv3671c protease 3 and BoNT F protease 11.

Some of the compounds tested (hit frequency here may not be typical).
